# Screens as filed in PubChem.
# V1R ag counter = V1a receptor agonism, counter-screen for OXTR agonists | activation, % at 3 µM | P37288 | AID 2797 | CHO-V1R cells, Fluo-8 calcium fluorescence, agonist mode; 0% DMSO, 100% 3 nM vasopressin | hit rate 0.25% among 320,000;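 active = activation above the mean activation of all tested compounds plus 3 SD, per screening run, cut at about 20% in these data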;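 also: signal is peak over basal fluorescence ratio across a 100 second FLIPR read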
# PHOSPHO1 block = blocks human PHOSPHO1 phosphatase activity; recombinant PHOSPHO1, absorbance phosphatase assay; inhibition, % at 13.3 µM; hit rate 1.1% among 290,000; in the data active = inhibition above about 60%
# OXTR ag = activates the human oxytocin receptor. CHO-OTR cells, Fluo-8 calcium fluorescence; normalized: DMSO 0%, oxytocin 100%. P30559. hit rate 0.32% among 320,000. AID 2435. activation, % at 3 µM;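 active = activation above the mean of all tested compounds plus 3 SD, cutoff set per screening run, cut at about 20% in these data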;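 also: peak over basal fluorescence ratio from a 100 s FLIPR kinetic read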
# Target sequence (P30559 whole entry, looked up): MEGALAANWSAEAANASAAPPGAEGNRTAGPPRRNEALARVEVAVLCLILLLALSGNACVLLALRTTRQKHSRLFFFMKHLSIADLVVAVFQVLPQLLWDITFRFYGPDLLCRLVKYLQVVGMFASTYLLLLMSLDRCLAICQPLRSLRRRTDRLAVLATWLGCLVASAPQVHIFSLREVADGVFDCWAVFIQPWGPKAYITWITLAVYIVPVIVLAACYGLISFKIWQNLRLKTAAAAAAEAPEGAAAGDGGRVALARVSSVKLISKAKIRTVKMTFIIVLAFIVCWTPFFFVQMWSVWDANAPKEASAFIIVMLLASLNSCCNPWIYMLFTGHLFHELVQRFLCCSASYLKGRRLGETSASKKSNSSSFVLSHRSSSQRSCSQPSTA
# MEKK2mut PB1 HTS = signal of MEK5 binding to mutant human MEKK2 PB1 domain; bead flow cytometry, Alexa488-MEK5 binding to MEKK2 mutant; percent response, % at 10 µM; hit rate 0.35% among 290,000; AID 1530; in the data active = percent response above about 24%, passing the limit was not always enough; also: inactives centre near 1; some results filed as inactive read as strong as hits; reference of the scale not given here
# GalR3 antag = human GalR3 antagonism; inhibition, % at 3 µM; HEK293 GalR3-CNG cAMP membrane potential fluorescence; galR3 body fused to GalR1 C-terminus; hit rate 0.44% among 360,000; AID 651719;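 active = inhibition above the screen-wide average plus 3 SD, cut at about 13% in these data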;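 also: forskolin and galanin both at EC90 stimulate the cells; cAMP rise reported by CNG channel membrane potential dye signal; 0% = forskolin plus galanin with DMSO and 100% = forskolin alone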
# Target sequence (O60755 1-299 limits assumed): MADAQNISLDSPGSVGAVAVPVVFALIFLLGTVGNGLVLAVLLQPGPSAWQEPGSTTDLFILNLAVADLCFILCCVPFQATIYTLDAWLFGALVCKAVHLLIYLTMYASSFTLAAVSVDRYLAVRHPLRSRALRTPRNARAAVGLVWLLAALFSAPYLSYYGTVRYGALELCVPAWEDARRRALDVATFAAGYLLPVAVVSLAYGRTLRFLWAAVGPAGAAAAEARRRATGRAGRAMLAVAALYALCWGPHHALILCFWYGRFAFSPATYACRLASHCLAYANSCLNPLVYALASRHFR
# MEKK2 WT-MEK5 = raises or lowers MEK5 binding to wildtype human MEKK2 PB1 domain. binding response (% of control), % at 10 µM. hit rate 1.1% among 290,000. AID 1531. bead flow cytometry, Alexa488-MEK5 binding to MEKK2 WT; actives lie on both sides. Q9Y2U5; in the data active = binding response below about 67% or above about 130%
# MEKK3 PB1 HTS = modulators (inhibitors or enhancers) of MEK5 binding to human MEKK3 PB1 domain. Q99759. bead-based flow cytometry, Alexa488-MEK5 binding to MEKK3; actives lie on both sides; 0 = blocked by unlabeled MEK5, 100 = vehicle. binding response (% of control), % at 10 µM. hit rate 1.4% among 290,000. AID 1529;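 active = binding response more than 3 SD above or below the average of its plate-row segment, actives on both sides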;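 also: Alexa488 bead fluorescence after subtracting the streptavidin-only scavenger bead signal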
# GPR7 antagonist = antagonists of human GPR7 (neuropeptides B/W receptor 1); GPR7-expressing cells, fluorescence antagonist assay; inhibition, % at 4.4 µM; hit rate 1.1% among 290,000; AID 1861; in the data active = inhibition above about 16%, passing the limit was not always enough;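 also: cells stimulated with the agonist NPW; 0% = agonist with vehicle and 100% = vehicle without agonist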
# Target sequence (P48145 whole entry, looked up): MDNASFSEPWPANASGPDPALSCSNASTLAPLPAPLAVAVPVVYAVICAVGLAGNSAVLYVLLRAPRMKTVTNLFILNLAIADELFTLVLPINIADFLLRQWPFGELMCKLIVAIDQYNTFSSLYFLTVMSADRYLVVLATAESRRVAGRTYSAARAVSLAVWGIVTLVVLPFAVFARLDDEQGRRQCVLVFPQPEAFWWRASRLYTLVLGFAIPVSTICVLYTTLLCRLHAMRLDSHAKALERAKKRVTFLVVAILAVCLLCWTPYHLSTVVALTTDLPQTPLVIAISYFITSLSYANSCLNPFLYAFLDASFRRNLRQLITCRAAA
# NALP1 inh = NALP1 inhibition | S. cerevisiae NALP1/ASC/caspase-1 growth, X-gal OD620, 72 h | inhibition, % at 10 µM | hit rate 0.61% among 280,000 | AID 2071; in the data active = inhibition mostly above about 24%, no sharp cut-off; inactive = mostly below about 32%; also: some compounds called inactive have numbers as strong as hits
# * = called active by the depositor; · = not tested or not shown; [ ] = dose if it differs, or a comment.
SMILES,V1R ag counter,PHOSPHO1 block,OXTR ag,MEKK2mut PB1 HTS,GalR3 antag,MEKK2 WT-MEK5,MEKK3 PB1 HTS,GPR7 antagonist,NALP1 inh
Cc1ccc2[nH]c(=O)c3cc(C(=O)NCCC(C)C)sc3c2c1,·,33,·,-2,-12,97,103,-4,14
CCN1CCc2nc(SCC(=O)Nc3ccc(OC)cc3)c(C#N)cc2C1,0.6,45,-0.5,7,-4,117,121,1,28
Cc1cc(C)cc(NC(=O)CC2NCCNC2=O)c1 (configuration not stated),0.4,15,0.4,5,-2,101,101,-4,14
C=CCNC(=O)COc1c(C)ccc(C)c1C,-0.6,-30,-0.7,-12,-7,87,89,-1,-8
O=C(NC1CCN(C(=S)NCCc2ccccc2)CC1)C1CCCCC1,1.1,-5,-1.1,5,-5,101,100,-4,15
Cc1ccc(CN2CCC(CNC(=O)C3CCCN(c4ncnc5c4nc4n5CCCCC4)C3)CC2)cc1 (configuration not stated),-0.7,24,-2.1,9,-1,108,96,-5,1
CCOC(=O)Cc1csc(NC(=O)c2ccc(NC(C)=O)cc2)n1,-0.5,7,2.3,4,-1,92,80,-3,8
CCOC(=O)c1ccc(NC(=S)N2CCCC(C)C2)cc1 (configuration not stated),0.7,-18,0.9,-2,-5,100,100,1,18
COc1ccc(-c2nnc(SCC(=O)N3CCCC(C)C3)o2)c(OC)c1 (configuration not stated),1.6,8,1.4,-4,-4,88,91,-12,17
COC(=O)Cn1cc([N+](=O)[O-])nc1C,0.5,-3,0.5,-4,-2,103,106,-1,-11
O=C(NC1CCN(C(=S)Nc2ccc(F)cc2)CC1)c1ccco1,0.2,35,0.5,-2,-6,103,104,11,28
O=C(COc1ccc(Cl)cc1)NCc1cn2cc(Cl)ccc2n1,-1.2,19,-2.6,-2,-2,102,108,-1,-9
CC1Sc2ccc(S(=O)(=O)CCC(=O)Nc3ccc(C(C)C)cc3)cc2NC1=O (configuration not stated),11,18,3.5,5,-6,100,103,-13,16
CC(C)N(Cc1ccccc1)C(=O)Cn1c(=O)cnc2ccccc21,-1.1,28,-1.6,-22,-2,84,87,-9,·
CCCCOC(=O)CCc1nc2ccccc2[nH]c1=O,0.0,14,-0.5,1,-5,98,103,7,-6
COc1ccc(C(C[N+](=O)[O-])n2nc(C)cc2C)cc1 (configuration not stated),-0.3,6,-1.0,-3,-7,91,96,-7,103*
CC1(C)CC(=O)C2=C(C1)N(c1ccccc1)C(=O)CC2c1ccc(O)cc1 (configuration not stated),0.5,-28,0.1,-11,-1,79,94,-12,5
COc1ccc(NC(=O)COC(=O)C2CCCCC2)c([N+](=O)[O-])c1,0.9,-3,-1.2,0,-8,101,94,-5,28
CC(C)N1CCN(Cc2ccoc2)CC1CCO (configuration not stated),1.3,15,0.5,-12,-8,101,89,3,8
CCNS(=O)(=O)c1ccc(NC(=S)N2CCc3ccccc32)cc1,·,31,·,-1,-2,101,105,11,8
Cc1occc1C(=O)N/N=C/c1ccc(N(C)C)cc1,0.1,4,-0.5,6,-5,103,100,-5,5
O=C(O)/C(=C1/OC(=O)c2ccccc21)c1ccccc1,0.8,16,-0.4,0,-2,100,101,-17,22
COc1cc(OC)c(C(=O)Nc2ccccc2-c2ccccc2)cc1OC,-1.0,9,-2.1,14,-2,117,100,-10,33
O=C1c2ccccc2C(=O)N1CCCC(=O)N1CCc2ccccc21,-0.2,5,0.4,·,1,·,·,7,-5
O=C(CCNC(=O)Cn1ccc2ccccc2c1=O)NCc1ccccn1,-0.3,-17,0.3,-7,2,82,76,-8,7
CC(C)Cn1c(SCc2nc3ccccc3c(=O)[nH]2)nc2ccccc2c1=O,-0.7,5,0.0,3,-7,101,100,18,2
Cc1cc(C)cc(-c2nnc(SCC(=O)NCc3cccs3)o2)c1,-1.2,-3,-0.9,-20,-9,-2.0*[inhibitor],1.0*[inhibitor],4,11
CC(C)C(NC(=O)c1ccccc1Br)c1ccccc1 (configuration not stated),-0.6,47,-2.1,3,1,102,106,-10,-20
CCC(=O)Nc1ccc(NC(=O)CSc2nnnn2CC)cc1C,-0.2,7,0.2,2,-1,95,95,-13,4
Cc1cc(Cl)ccc1NC(=S)N1CCN(C(=O)c2ccco2)CC1,0.1,24,0.3,5,2,105,101,-8,3

# Gathered by group: the entries above containing a Cl atom
SMILES,V1R ag counter,PHOSPHO1 block,OXTR ag,MEKK2mut PB1 HTS,GalR3 antag,MEKK2 WT-MEK5,MEKK3 PB1 HTS,GPR7 antagonist,NALP1 inh
O=C(COc1ccc(Cl)cc1)NCc1cn2cc(Cl)ccc2n1,-1.2,19,-2.6,-2,-2,102,108,-1,-9
Cc1cc(Cl)ccc1NC(=S)N1CCN(C(=O)c2ccco2)CC1,0.1,24,0.3,5,2,105,101,-8,3

# More entries.
SMILES,V1R ag counter,PHOSPHO1 block,OXTR ag,MEKK2mut PB1 HTS,GalR3 antag,MEKK2 WT-MEK5,MEKK3 PB1 HTS,GPR7 antagonist,NALP1 inh
CCOc1cc(/C=C2\SC(=O)N=C2N)ccc1O,-0.3,-10,0.7,-2,0,101,98,3,40
O=C(CN1CCOCC1)Nc1ccc2c(c1)OCCO2,0.6,-6,2.9,-18,-1,89,87,-17,-13
COc1cccc(-c2cc(C(F)(F)F)nc(N3CCC(C)CC3)n2)c1,1.0,37,0.0,1,-3,101,103,-2,31
Fc1ccccc1-c1nc(-c2ccccc2)no1,0.6,-1,-0.4,1,-6,105,104,-9,36
C/C(=N\Nc1cc(N2CCOCC2)ncn1)c1ccc(O)cc1,3.3,39,0.1,2,-5,106,102,-15,1
CC(=O)Nc1ccc(S(=O)(=O)NNC(=O)c2ccc([N+](=O)[O-])cc2)cc1,-0.7,19,0.2,1,1,103,103,-9,1
O=C(NC1CCc2ccccc21)C12CN(Cc3ccccc3)CC1C(c1cccc([N+](=O)[O-])c1)=NO2 (configuration not stated),-0.4,33,-1.2,4,-5,95,97,2,29
CCCCn1c(N)c(N(CCOC)C(=O)CSCc2c(C)noc2C)c(=O)[nH]c1=O,0.5,19,0.4,3,-3,106,100,18,14
O=C1C2C3C=CC(CC3)C2C(=O)N1/N=C/c1ccc(O)c(O)c1 (configuration not stated),1.3,6,0.2,0,0,104,124,-2,15
Cc1oc2ccc(O)cc2c1C(=O)OC(C)C,-0.7,-21,-1.9,4,3,107,80*[inhibitor],1,-27
O=C(CSc1nc(-c2ccc(F)cc2)cs1)Nc1ccccn1,-0.1,0,-2.4,-2,-5,93,91,-8,37
Cn1nccc1C(=O)OCC(=O)Nc1ccc(S(N)(=O)=O)cc1,0.4,36,0.6,-2,-4,100,100,-10,8
COc1cc(NC(=O)c2cc3ccccc3cc2O)c(OC)cc1Cl,11,15,14,5,-9,101,119,11,24
Cn1nc(C(F)(F)F)c2cc(NC(=O)OCC(C)(C)C)sc21,-0.8,43,-1.2,3,1,101,101,-19,10
CC(C)Cc1ccc(-c2cc(=O)[nH][nH]2)cc1,2.5,8,1.8,2,-2,99,104,5,21
COCCOC(=O)C1=C(C)N=c2s/c(=C\c3cccs3)c(=O)n2C1c1cccs1 (configuration not stated),0.0,17,-1.2,0,-3,100,106,-8,-6
CCN(c1ccc(OC)cc1)S(=O)(=O)c1nnc(NC(=O)COc2ccccc2)s1,2.4,41,-0.4,12,1,100,102,-3,-4
CC(C)Nc1nc(Oc2ccc(Cl)cc2)cc(C(F)(F)F)n1,0.0,16,-1.2,-7,-5,106,102,-20,2
Cc1ccccc1OCC(=O)NC(=S)Nc1ccc(Br)c(C)n1,0.2,-73,1.0,-9,0,90,87,-10,7
COCCN(C(=S)Nc1cccc(OC)c1)C1CCN(C(C)=O)CC1,-0.2,-12,0.7,1,-1,105,105,6,2
CCc1nnc(NC(=O)CSc2nnc(Cc3cccn3C)n2C)s1,0.4,29,-0.7,7,·,110,106,-8,6
O=C(CSc1nnc2ccc(-c3ccncc3)nn12)N1CCCCC1,0.2,42,-0.6,2,-5,116,126,12,-14
CN=c1scc(-c2ccccc2Br)n1/N=C/c1ccc[nH]1,-1.2,40,-2.3,0,·,94,101,5,-16
CN(C(=O)c1ccccc1Cl)c1ccccc1C(=O)NCc1ccccc1,1.4,61*,2.3,-2,-3,93,95,-9,0
O=C(CSc1ncn[nH]1)Nc1nsc(-c2ccccc2)n1,1.4,9,-0.1,-3,-1,97,96,3,26
COc1ccc(/C=N/n2c(-c3cccs3)n[nH]c2=S)cc1,-1.2,52,-2.2,13,0,107,103,0,-4
CC(C)C[C@@H](CN=[N+]=[N-])N1CCN(CC(C)C)CCC1=O,0.5,20,-0.1,4,-10,104,103,5,24
CC(=O)Cc1nsc(NC(=O)c2c(-c3ccccc3Cl)noc2C)n1,0.3,-42,1.5,7,2,101,105,-16,-2
Cc1ccc(NC(=O)CN(c2ccc(Cl)cc2)S(=O)(=O)c2cc([N+](=O)[O-])ccc2Cl)c(C)c1,-0.8,-5,-0.5,-5,-2,97,95,-2,21
O=C(CCN1C(=O)c2ccc([N+](=O)[O-])cc2C1=O)Nc1nccs1,1.0,9,-1.1,0,-6,98,106,-10,9
COc1ccc(C(=O)NNC(=O)CSc2nc3c(c(=O)n(C)c(=O)n3C)n2C)cc1,1.7,45,0.4,-11,-6,95,101,-10,4
CCCCOC(=O)c1cc(Cl)c(O)c(OC)c1,0.0,32,-1.2,4,-10,95,97,-10,4
O=C1OCCC1Sc1ncnc2sc3c(c12)CCC3 (configuration not stated),-0.6,14,-2.4,-1,-5,105,100,-7,-1
COc1ccc(OCC(O)CN2C(=O)NC(C)(C)C2=O)cc1 (configuration not stated),0.3,14,-0.4,1,-1,102,109,-13,-57
CCn1c(SCC(=O)Nc2ccccc2F)nc2c(c1=O)SC(C)C2 (configuration not stated),-0.4,-10,-1.7,3,3,100,105,-11,0
CC(=O)Nc1ccc(OC(=O)c2c(-c3ccccc3Cl)noc2C)cc1,2.1,1,1.7,1,-4,106,144*,1,26
O=C(CCNS(=O)(=O)c1cccc2nsnc12)N1CCc2ccccc21,-0.5,5,-0.4,4,0,104,103,-8,-3
O=C(NCc1cccs1)C1CCCN(C(=O)Nc2ccccc2)C1 (configuration not stated),5.1,10,-0.2,1,-9,102,100,-9,13
CC(C)CC(C(=O)NC1CCCC1)N(Cc1ccc2c(c1)OCO2)C(=O)c1snc(C(N)=O)c1N (configuration not stated),-0.8,32,-0.3,1,-2,85,97,3,-11
CCc1ccc(OCC(=O)NNC(=O)Cc2cccs2)cc1,1.2,-11,-1.1,1,-10,104,97,-6,9

# Entries of single compounds, looked up by structure:
# CCCCOC(=O)c1cc(Cl)c(O)c(OC)c1 is listed with V1R ag counter = 0.0; PHOSPHO1 block = 32; OXTR ag = -1.2; MEKK2mut PB1 HTS = 4; GalR3 antag = -10; MEKK2 WT-MEK5 = 95; MEKK3 PB1 HTS = 97; GPR7 antagonist = -10; NALP1 inh = 4
# CCn1c(SCC(=O)Nc2ccccc2F)nc2c(c1=O)SC(C)C2 (configuration not stated) is listed with V1R ag counter = -0.4; PHOSPHO1 block = -10; OXTR ag = -1.7; MEKK2mut PB1 HTS = 3; GalR3 antag = 3; MEKK2 WT-MEK5 = 100; MEKK3 PB1 HTS = 105; GPR7 antagonist = -11; NALP1 inh = 0

# (more compounds)
SMILES,V1R ag counter,PHOSPHO1 block,OXTR ag,MEKK2mut PB1 HTS,GalR3 antag,MEKK2 WT-MEK5,MEKK3 PB1 HTS,GPR7 antagonist,NALP1 inh
S=C(Nc1ccccc1)N1CCN(c2ccc(N3CCOCC3)nn2)CC1,0.5,-2,2.1,-4,0,95,91,-4,-13
O=C(CCNC(=O)C1CCN(S(=O)(=O)c2ccccc2)CC1)NCc1ccncc1,-0.8,-16,0.0,5,-8,101,102,-2,22
COc1cccc(Cn2c(=O)ccc3ccccc32)c1,1.7,8,-0.8,-4,-6,96,99,1,6
Cc1c(Br)cc(C(=O)N2CCCC2)c(C)c1C,-1.4,-10,-2.5,-2,-4,105,103,-12,24
